Compound activity deposited in PubChem BioAssay by National Center for Advancing Translational Sciences (NCATS).
TexasRed fluor: Total Fluorescence Counterscreen for Inhibitors of the Interaction of Thyroid Hormone Receptor and Steroid Receptor Coregulator 2. TRb/SRC2 Texas Red total fluorescence interference. AID 1479, 2009. actives 0.29% (n = 280,000). Potency, µM (highest dose often 106 µM), for the others: top-dose fluorescence change, negative = quenching; active = well fitted curve in either direction with a large enough effect; inconclusive = small, poorly fitted or top-dose-only effect
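Human TRb ligand-binding domain at 0.6 uM with 20 nM Texas Red SRC2 peptide in Tris buffer containing 1 uM T3 and 5% DMSO, incubated with compound 5 h at ambient temperature. Total fluorescence (555/632 nm) calculated as parallel + 2 × perpendicular.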
L3MBTL1 block: qHTS Assay for the Inhibitors of L3MBTL1 | AlphaScreen L3MBTL1–H3K9me1 peptide binding | Potency, µM (top dose mostly 57.1 µM), inactives show at the top dose activity, negative = inhibition, most hits filed as inhibitors | actives 0.66% (n = 230,000); also: nearly all actives have a fitted effect of over 60% in size
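AlphaScreen proximity signal between nickel-chelate acceptor and streptavidin donor beads (final 10 ug/mL) reports binding of 50 nM L3MBTL1 to 75 nM biotin-H3 K9me1 peptide; complex incubated with compounds 30 min at room temperature; cefsulodin titration as control.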
aGlu spleen mod: qHTS Assay for Inhibitors and Activators of Human alpha-Glucosidase From Spleen Homogenate | Lysosomal alpha-glucosidase (Homo sapiens), P10253 | human spleen homogenate, 4-MU-alpha-glucoside fluorescence | Potency, µM (doses to about 79.9 µM), inactives show at the highest dose activity change, negative = inhibition, usual class: inhibitors | actives 0.006% (n = 240,000);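 also: 0% = enzyme with vehicle and -100% = no enzyme basal signal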
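Enzyme source: human spleen homogenate, 1 ug/well. Buffer 50 mM citric acid/K phosphate pH 5.0, 0.01% Tween-20. 4-MU-alpha-glucoside 1 mM; 37 C x 40 min; NaOH/glycine stop; fluorescence.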
TRb SRC2 PPI: qHTS for Inhibitors of the Interaction of Thyroid Hormone Receptor and Steroid Receptor Coregulator 2; Thyroid hormone receptor beta (Homo sapiens), P10828; AID 1469, 2008; actives 0.065% (n = 280,000); TRbeta-SRC2 peptide binding, fluorescence polarization; receptor liganded with 1 µM T3; Potency, µM (doses to about 106 µM), for the others: top-dose activity change, negative = inhibition, actives largely listed as inhibitors;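 also: plate controls were bound peptide for no effect and peptide without receptor for full effect; nearly all actives have a fitted effect of over 50% in size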
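Assay buffer: 20 mM Tris-HCl, 100 mM NaCl, 10% glycerol, 1 mM EDTA, 0.01% NP-40, 1 mM DTT, 1 uM T3, 5% DMSO; TRb LBD 0.6 uM, Texas Red SRC2 20 nM; FP after 5 hr.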
RGS12 GoLoco inh: qHTS Assay for Inhibitors of RGS12 GoLoco Motif Activity (Red Fluorophore); Gai1:RGS12 GoLoco peptide FP, rhodamine, 10 min; Potency, µM (highest dose often 61.6 µM), for inactives: at the highest dose activity, negative = inhibition, actives largely listed as inhibitors; actives 0.44% (n = 230,000); AID 880, 2007; active = well fitted inhibition curve with a large enough effect, not every such curve was filed as active; inactive = no such curve, though single readings can be large or run the other way; also: nearly all actives have a fitted effect of over 30% in size; many of its hits are not listed in these tables
Target sequence (P63096 whole entry, looked up): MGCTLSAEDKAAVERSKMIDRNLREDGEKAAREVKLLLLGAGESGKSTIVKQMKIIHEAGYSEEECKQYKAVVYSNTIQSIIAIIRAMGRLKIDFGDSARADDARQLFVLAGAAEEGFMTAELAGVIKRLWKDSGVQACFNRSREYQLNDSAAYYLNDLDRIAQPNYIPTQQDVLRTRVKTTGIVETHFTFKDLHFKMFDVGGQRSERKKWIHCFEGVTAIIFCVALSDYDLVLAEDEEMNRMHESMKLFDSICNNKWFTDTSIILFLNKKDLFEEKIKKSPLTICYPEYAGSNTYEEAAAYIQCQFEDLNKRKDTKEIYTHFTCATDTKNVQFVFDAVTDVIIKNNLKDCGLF
GAA glycogen mod: qHTS Assay for Inhibitors and Activators of Human alpha-Glucosidase Cleavage of Glycogen; recombinant GAA, glycogen substrate, Amplex Red glucose oxidase fluorescence; Potency, µM (series often up to 76.4 µM), for inactives: top-dose activity change, negative = inhibition, actives largely listed as inhibitors; actives 0.38% (n = 300,000);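 also: 0% = full enzyme reaction and -100% = no-enzyme basal signal; the screen sought inhibitors and activators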
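Natural-substrate format: glycogen cleavage by 4 nM human enzyme, glucose read by Amplex Red coupling (Ex 573, Em 610 nm). Normalized to enzyme and no-enzyme controls.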
GAA inh: qHTS Assay for Inhibitors of Human alpha-Glucosidase as a Potential Chaperone Treatment of Pompe Disease; Lysosomal alpha-glucosidase (Homo sapiens), P10253; purified human GAA, 4-MU-alpha-glucoside fluorescence; Potency, µM (series often up to 76.9 µM), inactives show at the top dose activity change, negative = inhibition, most hits filed as inhibitors; actives 0.005% (n = 200,000); AID 1466, 2008;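 also: plate controls were uninhibited enzyme wells for no effect and no-enzyme background for full effect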
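AC50 values come from Hill fits of compound titrations (up to 77 uM) against 4 nM human enzyme. Substrate 4-methylumbelliferyl-alpha-D-pyranoside at 400 uM, pH 5.0 citrate buffer, 20 min room temperature; fluorescence Ex 365/Em 440 after alkaline stop.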
RECQ1 helicase: qHTS Assay for Inhibitors of RecQ-Like Dna Helicase 1 (RECQ1). RECQ1 DNA unwinding, red fluorescence kinetic read. Potency, µM (series often up to 57.3 µM), for inactives: top-dose activity, negative = inhibition, usual class: inhibitors. actives 0.54% (n = 240,000). AID 2549, 2010;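 also: plate controls were vehicle for no effect and no enzyme for full effect; nearly all actives have a fitted effect of over 30% in size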
Target sequence (P46063 whole entry, looked up): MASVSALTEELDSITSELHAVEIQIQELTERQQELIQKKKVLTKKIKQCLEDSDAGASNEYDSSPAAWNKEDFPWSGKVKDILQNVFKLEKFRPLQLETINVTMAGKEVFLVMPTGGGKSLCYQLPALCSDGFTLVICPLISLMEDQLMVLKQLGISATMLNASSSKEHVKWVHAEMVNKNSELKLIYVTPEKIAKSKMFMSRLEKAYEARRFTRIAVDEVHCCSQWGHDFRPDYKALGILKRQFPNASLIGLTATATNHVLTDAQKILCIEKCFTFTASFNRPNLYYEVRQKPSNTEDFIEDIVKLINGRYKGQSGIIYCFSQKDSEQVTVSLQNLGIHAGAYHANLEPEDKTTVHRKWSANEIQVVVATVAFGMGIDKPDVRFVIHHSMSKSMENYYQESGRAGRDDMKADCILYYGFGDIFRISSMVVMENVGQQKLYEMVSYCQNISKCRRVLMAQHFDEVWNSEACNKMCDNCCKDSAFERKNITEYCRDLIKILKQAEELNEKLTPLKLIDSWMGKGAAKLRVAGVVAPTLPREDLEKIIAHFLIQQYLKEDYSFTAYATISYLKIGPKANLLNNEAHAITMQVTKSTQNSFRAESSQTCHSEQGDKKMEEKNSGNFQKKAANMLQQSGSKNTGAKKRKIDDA
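RECQ1T1 50 nM; forked duplex (20 bp + 30-nt ss tails) 200 nM, ATP 2 mM final; pH 8.0, 2 mM MgCl2, 2.5 ug/ml poly(dI-dC); 15 min compound preincubation; discontinuous kinetic read over 2 h at RT.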
* = called active by the depositor; i = inactive; ? = inconclusive; · = not tested or not shown; & = joins results of further samples; [ ] = another dose, or the depositor's remark. Unless noted, calls follow the shape of the dose curve; as a rule, active = well fitted curve in the direction sought with a large enough effect; inconclusive = small, poorly fitted or top-dose-only effect, or another doubt; inactive = no such curve, though single readings can be large; an effect the other way counts as inactive or inconclusive. Unless noted, % is scaled to controls: 0 for no effect and ±100 for the full control effect; potency is read from the fitted curve at half-maximal effect. An excerpt; count on the stated rates, not on these rows.

Structure	TexasRed fluor	L3MBTL1 block	aGlu spleen mod	TRb SRC2 PPI	RGS12 GoLoco inh	GAA glycogen mod	GAA inh	RECQ1 helicase
CCCOc1ccccc1C1SCC(=O)Nc2c1c(=O)[nH]n2C(C)CCC (configuration not stated)	-1.8%	-5.3%	11.8%	0.7%	-4.9%	-6.0%	-4.6%	-4.7%
C=C[C@@H]1C[C@@]1(C)[C@@H](NP(=O)(c1ccccc1)c1ccccc1)c1ccccc1	-0.1%&-3.0%	10.8%	-4.0%&-3.6%	4.4%&-0.2%	-0.6%&2.1%	2.8%	1.2%	-3.2%&0.1%
Cc1ccccc1N1C(=O)NC(=O)/C(=C\c2cnn(-c3ccccc3)c2)C1=O	0.2%[53 µM]	-16.9%	5.4%	-1.1%[53 µM]	-0.3%	-4.0%	1.2%	-20.1%
C/C(=N/OC(=O)N(C)C)c1ncc(C(F)(F)F)cc1N1CCOCC1	1.0%	·	3.2%	1.2%	17.4%	8.2%	-1.0%	0.7%
COc1ccc2[nH]cc(CCN=C(N)N)c2c1	-1.1%	·	6.8%	-5.1%	1.5%	3.5%	0.2%	0.1%
C[C@H](N)Cc1c[nH]c2ccc(O)cc12	0.2%	·	10.4%	-3.4%	2.0%	·	·	-2.5%
COc1cc(C[C@@H](C)N)c(OC)cc1I	0.2%&1.8%	·	-1.5%&4.7%	-1.8%&1.1%	12.4%&5.9%	-6.9%	·	-8.1%&-6.4%
O=C(CNC(=O)OCc1ccccc1)Nc1ccc(Br)cc1C(=O)c1ccccc1Cl	1.2%	0.6%	-6.7%	-17.4%	-2.4%	6.0%	1.0%	i
CC1=C(O)C(=O)[C@@H]2O[C@@H]2C1=O	-4.6%	·	-6.5%	0.4%	-12.4%	·	·	i
Cc1ccc(C(c2nnnn2Cc2ccccc2)N2CC=C(c3ccc(F)cc3)CC2)cc1 (configuration not stated)	0.6%	1.1%	-6.8%	6.6%	-3.3%	?	-31.6%	-2.8%
S=C=Nc1cccc2ccccc12	0.2%	·	-3.9%	7.0%	-14.1%	·	·	12.1%
C=CCn1c(O)c(C(C)=NCCCO)c(=O)[nH]c1=O	1.4%	3.1%	-6.6%	5.7%	-5.9%	-1.6%	?	-5.4%
Cc1cc(C(=O)CS(=O)c2ccc(F)cc2)cc(C)c1OC(=O)N(C)C (configuration not stated)	0.6%	-2.7%	-4.4%	-9.4%	-19.8%	5.4%	3.0%	-0.3%
Oc1ccc2c3c1O[C@H]1c4[nH]c5c(c4C[C@@]4(O)[C@@H](C2)N(CC2CC2)CC[C@]314)C[C@@]1(O)[C@H]2Cc3ccc(O)c4c3[C@@]1(CCN2CC1CC1)[C@H]5O4	-6.3%&-2.0%	·	-2.2%&-2.0%	4.3%&1.2%	-5.1%&-12.4%	·	·	-7.4%
CCNC(=O)[C@@H]1O[C@@H](n2cnc3c(N)ncnc32)[C@H](O)[C@H]1O	-1.0%	·	4.1%	-2.9%	1.5%	·	·	-1.5%
Nc1cc(N2CCNCC2)ccc1[N+](=O)[O-]	0.8%	7.4%	-2.5%	1.1%	5.3%	4.2%	6.2%	?
COc1cccc(-n2nc(C(=O)N3CCC4(CC3)OCCO4)c3ccccc3c2=O)c1	-6.0%	·	-2.2%	-2.8%	-1.3%	5.2%	-5.5%	-4.7%
OCC1CCCN2CCCCC12 (configuration not stated)	3.4%&-0.6%	·	0.2%&3.1%	-3.5%&-1.9%	-15.0%&4.4%	·	·	-3.5%&-3.1%
CN=C(SCc1cc2c(cc1Cl)OCO2)c1c(O)n(C)c(=O)n(C)c1=O	-1.3%	8.2%	-4.5%	-7.5%	0.0%	10.9%	-9.6%	-7.2%
Cc1ccc2c(c1)CC1(CN2C)C(=O)NC(=O)N(c2ccc(C)c(C)c2)C1=O (configuration not stated)	1.1%	-1.9%	-3.0%	1.0%	2.0%	-4.3%	0.0%	-1.1%
CN1C(=O)C(C2c3ccccc3C(=O)N2Cc2ccccc2)C(=O)N(C)C1=O (configuration not stated)	-2.5%	·	0.5%	-5.9%	-10.8%	-2.0%	-22.7%	-0.5%
C[C@]12CCC(=O)C(O)=C1CC[C@@H]1[C@@H]2CC[C@]2(C)C(=O)CC[C@@H]12	-0.6%[201 µM]	-2.1%	-0.7%	-6.4%[201 µM]	9.9%	-0.5%	2.6%[15.4 µM]	-3.9%
CN1CCN(C(=O)COc2ccc(S(=O)(=O)NCc3ccccc3)cc2Cl)CC1	-1.2%	·	1.5%	-1.8%	6.3%	1.6%	-3.6%	3.0%
O=C(CN1C(=O)CN=C(c2ccccc2)c2ccccc21)NCc1ccco1	-0.8%	20µM*	3.1%	13.4%	2.2%	4.1%	-1.1%	-1.7%
OC(O)C(Cl)(Cl)Cl	1.0%	·	5.3%	2.6%	-5.9%	·	·	-1.9%
COC1=C[C@H]2[C@H]3Cc4ccc(OC)c(O)c4[C@@]2(CCN3C)CC1=O	-0.5%	·	-1.2%	-4.6%	0.4%	·	·	-2.6%
O=C(c1ccco1)C12CN3CN(CN(C3)C1)C2	-1.5%	11.7%	-1.6%	-7.6%	-12.3%	5.2%	4.5%	-5.1%
O=C(Nc1cccc2ccccc12)c1nn(C23CC4CC(CC(C4)C2)C3)cc1Br	-1.6%	-7.4%	-9.3%	-0.7%	-12.2%	-5.4%	6.9%	0.2%
CCC12C=CCN3CCC4(c5cc(Br)c(OC)cc5N(C)C4C(O)(C(=O)OC)C1OC(C)=O)C32 (configuration not stated)	-1.9%	-5.8%	-4.6%	-0.6%	-4.4%	-22.1%	-6.6%	-2.2%
Cc1ccc(-c2cc(C(F)F)n3ncc(C(=O)N4CCC5(CC4)OCCO5)c3n2)cc1	1.9%	·	4.9%	-0.7%	-11.9%	4.9%	-2.0%	i
CCCCCn1c(=O)c(C(=O)Nc2ccccc2S(N)(=O)=O)c(O)c2ccccc21	-4.4%	-2.3%	3.5%	-3.1%	-0.3%	18.3%	10.2%	-10.4%
CCOc1cc(C=C2C(=O)NC(=O)NC2=O)cc([N+](=O)[O-])c1O	-0.4%	?	1.3%	-1.4%	-12.1%	-10.8%	9.3%	i
O=C(O)c1cccc2c1NC(c1cccc([N+](=O)[O-])c1)C1CC(Sc3ccccc3[N+](=O)[O-])C(Cl)C21 (configuration not stated)	-6.9%	20µM*	10.8%	5.0%	9.3%	-16.7%	5.4%	i
CCCCN1C(=O)/C(=C/c2ccc(N3CCCCCC3)cc2)C(=O)NC1=S	4.3%	?	-6.2%	17.2%	309.3%[activator]	-6.6%	3.9%	-15.8%
CCCCn1c(O)c(C(C)=NCCCN(CC)CC)c(=O)[nH]c1=O	1.1%	·	-8.2%	3.1%	3.2%	1.7%	-3.4%	12.3%
O=C(c1ccc(Cl)cc1)C1CCCN(Cc2cccc3ncccc23)C1 (configuration not stated)	-3.1%	-6.1%	8.8%	-4.8%	-3.4%	-9.2%	·	-6.6%
Cc1cc([N+](=O)[O-])c(Cl)cc1NC(=O)C(C)C	-1.6%[53 µM]	8.7%	-0.9%	-3.6%[53 µM]	14.5%	-3.6%	0.1%	-2.9%
CC1CCCCN1C(=O)c1ccc(N2CC3CC(C2)c2cccc(=O)n2C3)c([N+](=O)[O-])c1 (configuration not stated)	-0.8%	1.2%	-5.6%	2.4%	-4.4%	0.9%	1.2%	-1.3%
FC(F)(F)c1ccccc1CN1CCN(Cc2ccccc2)CC1	-5.3%	·	0.3%	-3.2%	5.3%	8.8%	-14.8%	-10.1%
Cc1cccc(N2C(=O)NC(=O)/C(=C\c3cccn3-c3ccc(Cl)cc3)C2=O)c1	5.0%	-5.6%	-26.0%	-5.5%	77.1%[activator]	-2.2%	3.2%	31.6µM*
CN1CCc2cc3c(cc2[C@@H]1O)OCO3	-1.2%[53 µM]	·	9.9%[29.1 µM]	-0.1%[53 µM]	-2.2%[21.6 µM]	·	·	-10.2%[25.9 µM]
CC(C)NC(C)C(=O)C12CC3CC(CC(C3)C1)C2 (configuration not stated)	-1.2%	·	-2.8%	-8.0%	2.1%	1.3%	-3.6%	-11.0%
O=C(Nc1ccc(Cl)cc1)O/N=C(\c1ccccc1)c1ccccn1	4.3%	-6.4%	1.8%	9.4%	3.0%	3.9%	0.7%	7.0%
O=c1[nH]c(=O)n(Cc2ccc(F)cc2)c(O)c1C=NCc1cccnc1	0.7%	-4.2%	-7.7%	9.1%	-6.4%	-1.4%	0.0%	-4.6%

Another view of part of the listing above:
Values in the order: TexasRed fluor, L3MBTL1 block, aGlu spleen mod, TRb SRC2 PPI, RGS12 GoLoco inh, GAA glycogen mod, GAA inh, RECQ1 helicase
> O=C(c1ccco1)C12CN3CN(CN(C3)C1)C2
→ -1.5%, 11.7%, -1.6%, -7.6%, -12.3%, 5.2%, 4.5%, -5.1%
> O=C(Nc1cccc2ccccc12)c1nn(C23CC4CC(CC(C4)C2)C3)cc1Br
→ -1.6%, -7.4%, -9.3%, -0.7%, -12.2%, -5.4%, 6.9%, 0.2%
> CCC12C=CCN3CCC4(c5cc(Br)c(OC)cc5N(C)C4C(O)(C(=O)OC)C1OC(C)=O)C32 (configuration not stated)
→ -1.9%, -5.8%, -4.6%, -0.6%, -4.4%, -22.1%, -6.6%, -2.2%
